TRPC4 potent – allosteric potentiators of mouse TRPC4 channel; HEK293 TRPC4beta/mu-opioid, DAMGO EC20, Fluo-4 Ca2+ flux; active compounds read high; actives 0.42% (n = 310,000); AID 2227; B-score at 10 µM; Q9QUQ5;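 active means B-score of calcium response area above 5 SD of library B-scores, with initial fluorescence ratio within 5 SD of library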;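 further: B-score of integrated fluorescence ratio over time as area under calcium response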
Dyrk1A ADPGlo – blocks rat Dyrk1A kinase activity; inhibition, % at 12.5 µM; ADP-Glo luminescence, NFATc1 peptide; AID 504441; actives 0.43% (n = 310,000); in the data active means inhibition above about 50%;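 further: plate controls were vehicle with enzyme for no effect and no enzyme for full effect; many of its hits are not listed in these tables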
KCNK9 block – inhibitors of human KCNK9 two-pore domain potassium channel | Q9NPC2 | HEK293 KCNK9, FluxOR thallium flux fluorescence; active compounds read low | B-score at 10 µM | actives 1.2% (n = 310,000);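 active means ratio B-score over 3 SD below the library mean, with starting fluorescence within 5 SD of its mean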;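 further: negative B-score means less thallium flux so channel inhibition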
TRPC4 act – TRPC4 (mouse) channel activation. Q9QUQ5. HEK293 TRPC4beta/mu-opioid, Fluo4 calcium fluorescence; active compounds read high. B-score at 10 µM. actives 0.49% (n = 310,000). AID 2237;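 active means B-score above 5 SD of library B-scores, and initial fluorescence ratio not above library mean plus 5 SD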;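 further: positive B-score marks a calcium rise read as TRPC4 activation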
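Assay system: HEK293 cells stably co-expressing mouse TRPC4beta and mu-opioid receptor / Timing: Fluo4 dye loading 45 min at room temperature, 110 s recording / Signal: Fluo4 calcium-sensitive dye fluorescence, kinetic, 1 Hz baseline / Read-out: integrated baseline-normalised fluorescence ratio, converted to per-well B score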
KCNQ1 pot – potentiators or activators of human KCNQ1 potassium channel. actives 0.35% (n = 310,000). CHO-K1 KCNQ1, thallium flux FluxOR fluorescence; active compounds read high. P51787. AID 2648. B-score at 10 µM;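 active means fluorescence ratio B-score, a plate-corrected score, at least three library SD, with initial intensity B-score within 5 SD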
Target sequence (P51787 whole entry, looked up): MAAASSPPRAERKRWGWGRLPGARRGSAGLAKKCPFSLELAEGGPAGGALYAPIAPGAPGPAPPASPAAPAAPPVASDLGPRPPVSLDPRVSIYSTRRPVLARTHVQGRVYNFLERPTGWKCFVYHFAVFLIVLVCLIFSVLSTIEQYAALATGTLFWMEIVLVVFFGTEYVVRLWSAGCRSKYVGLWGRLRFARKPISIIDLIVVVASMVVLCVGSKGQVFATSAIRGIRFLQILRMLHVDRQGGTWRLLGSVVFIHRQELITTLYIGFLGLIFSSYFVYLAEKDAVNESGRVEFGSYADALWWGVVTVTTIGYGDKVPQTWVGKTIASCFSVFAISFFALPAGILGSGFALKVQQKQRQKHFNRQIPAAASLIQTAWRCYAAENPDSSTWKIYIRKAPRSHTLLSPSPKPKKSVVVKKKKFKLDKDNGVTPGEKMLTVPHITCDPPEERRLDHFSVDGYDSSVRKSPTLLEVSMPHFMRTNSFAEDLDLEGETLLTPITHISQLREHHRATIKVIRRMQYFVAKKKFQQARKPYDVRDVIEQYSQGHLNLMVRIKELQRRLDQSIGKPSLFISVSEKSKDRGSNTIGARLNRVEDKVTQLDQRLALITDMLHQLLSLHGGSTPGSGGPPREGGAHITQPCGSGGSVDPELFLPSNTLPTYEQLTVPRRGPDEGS
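assay system = CHO-K1 cells stably expressing KCNQ1 | medium = assay buffer, equal DMSO in all wells | timing = 37 °C overnight plating, 90-min dark dye load, 20-min compound pretreatment | measured by = kinetic FluxOR thallium fluorescence, 10-s 1-Hz baseline, 110-s post-stimulus read | measure = fluorescence change relative to baseline, converted to B score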
TMEM16A inh – mouse TMEM16A channel inhibition, primary screen; normalized B-score (activity score, 25-100; higher = stronger inhibition) at 10 µM; HEK293 TMEM16A/YFP iodide influx fluorescence, ionomycin; AID 588511; actives 1.2% (n = 310,000); Q8BHY3;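 active means ratio plate-corrected score three or more library SD toward inhibition, starting fluorescence score within five deviations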;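 further: score derived from kinetic fluorescence span divided by baseline fluorescence per well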
KCNQ1 inh – blocks the human KCNQ1 potassium channel; P51787; CHO-K1 KCNQ1, FluxOR thallium flux fluorescence; active compounds read high; B-score at 10 µM; actives 1.3% (n = 310,000); AID 2642;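 active means compounds whose thallium flux B-score, printed positive for inhibition, exceeds three library SD while starting fluorescence stays within three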;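 further: channel opened by potassium depolarization with thallium stimulus after 20 min compound exposure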
HDAC3 inhib – inhibitors of human histone deacetylase 3; O15379; recombinant HDAC3, fluorogenic peptide/trypsin coupled, fluorescence; inhibition, % at 8.3 µM; actives 0.15% (n = 320,000); AID 2718; in the data active means inhibition above about 26%, passing the limit was not always enough
KCNK3 block – human KCNK3 channel inhibition, primary screen | AID 602410 | O14649 | CHO-KCNK3 thallium flux, FluxOR fluorescence; active compounds read low | actives 0.84% (n = 340,000) | B-score at 10 µM;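 active means B-score under library mean minus 4 SD, starting fluorescence ratio at most library mean plus 5 SD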;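 further: more negative B-score means stronger inhibition of thallium flux through KCNK3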
Target sequence (O14649 whole entry, looked up): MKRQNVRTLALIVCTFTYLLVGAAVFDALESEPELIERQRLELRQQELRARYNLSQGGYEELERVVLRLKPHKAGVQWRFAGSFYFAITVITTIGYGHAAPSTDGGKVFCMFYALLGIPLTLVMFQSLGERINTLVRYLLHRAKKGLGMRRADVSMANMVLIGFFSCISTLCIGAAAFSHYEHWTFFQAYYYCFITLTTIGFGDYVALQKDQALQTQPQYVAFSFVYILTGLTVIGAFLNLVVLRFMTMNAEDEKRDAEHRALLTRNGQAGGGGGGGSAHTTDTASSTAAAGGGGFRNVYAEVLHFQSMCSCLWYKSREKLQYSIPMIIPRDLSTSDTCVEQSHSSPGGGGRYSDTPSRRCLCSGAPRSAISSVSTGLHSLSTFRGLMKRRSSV
TMEM16A act – mouse TMEM16A channel activation, primary screen | Q8BHY3 | HEK293 TMEM16A/YFP-H148Q/I152L, iodide quench fluorescence; active compounds read low | B-score at 10 µM | actives 0.3% (n = 340,000) | AID 623877;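 active means fluorescence-ratio B-score plate-corrected deviation score at least 3 library SD below zero, with starting fluorescence score within 5 deviations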;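 further: channel opened by trigger with iodide after compound preincubation; score built on the fluorescence ratio of max minus min over baseline; more negative score means more quench and so TMEM16A activation or potentiation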
hERG rescue – hERG (human) protection from proarrhythmic block; Q12809; CHO-hERG, FluxOR thallium flux, dofetilide IC70 present; activation (rescue from dofetilide block), less the hit threshold, % at 10 µM; actives 0.51% (n = 310,000); AID 1511;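 active means activation above the mean of controls blocked by dofetilide plus 5 SD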;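 further: thallium influx through hERG after potassium depolarization seen as dye fluorescence rise; in these data hits start at about 4.7%; inactives centre near -7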
Active calls of the source: *.

For CSc1ccc(NC(=O)N2CCC(C(=O)c3ccc(F)cc3)CC2)cc1 the results were TRPC4 potent inactive, Dyrk1A ADPGlo -1.0, KCNK9 block inactive, TRPC4 act inactive, KCNQ1 pot inactive, TMEM16A inh inactive, KCNQ1 inh inactive, HDAC3 inhib 2.2, KCNK3 block inactive, TMEM16A act inactive and hERG rescue -4.3.
Screening COc1ccccc1C(=O)COC(=O)CNS(=O)(=O)c1ccc(C)cc1 returned TRPC4 potent inactive, KCNK9 block inactive, TRPC4 act inactive, KCNQ1 pot inactive, TMEM16A inh inactive, KCNQ1 inh inactive, HDAC3 inhib -0.4, KCNK3 block inactive, TMEM16A act inactive and hERG rescue -14.8.
For Cc1occc1-c1nnc(SCC(=O)Nc2ccc3c(c2)OCO3)n1CC1CCCO1 (stereo not drawn) the results were TRPC4 potent inactive, Dyrk1A ADPGlo 0.3, KCNK9 block inactive, TRPC4 act inactive, KCNQ1 pot inactive, TMEM16A inh inactive, KCNQ1 inh inactive, HDAC3 inhib -0.3, KCNK3 block inactive, TMEM16A act inactive and hERG rescue -12.9.
`Cc1cccc(CCN(CC(=O)NC(C)(C)C)C(=O)c2csnn2)c1` gave TRPC4 potent inactive, Dyrk1A ADPGlo -1.9, KCNK9 block inactive, TRPC4 act inactive, KCNQ1 pot inactive, TMEM16A inh inactive, KCNQ1 inh inactive, HDAC3 inhib -6.4, KCNK3 block inactive, TMEM16A act inactive and hERG rescue -10.5.
`CCOc1cc(-c2noc(-c3cccnc3)n2)ccc1OC` gave TRPC4 potent inactive, Dyrk1A ADPGlo -3.8, KCNK9 block inactive, TRPC4 act inactive, KCNQ1 pot inactive, TMEM16A inh inactive, KCNQ1 inh inactive, HDAC3 inhib 1.5, KCNK3 block inactive, TMEM16A act inactive and hERG rescue -9.0.
Screening CCC(=O)c1ccc(OCC(=O)OCC(=O)c2cc(C)n(C3CC3)c2C)cc1 returned TRPC4 potent inactive, Dyrk1A ADPGlo -5.1, KCNK9 block inactive, TRPC4 act inactive, KCNQ1 pot inactive, TMEM16A inh inactive, KCNQ1 inh inactive, HDAC3 inhib 3.6, KCNK3 block inactive, TMEM16A act inactive and hERG rescue -15.1.
For CCN1CCCC1CNC(=O)C(=O)Nc1ccccc1OC (stereo not drawn) the results were TRPC4 potent inactive, KCNK9 block inactive, TRPC4 act inactive, KCNQ1 pot inactive, TMEM16A inh inactive, KCNQ1 inh inactive, HDAC3 inhib -5.6, KCNK3 block inactive, TMEM16A act inactive and hERG rescue -9.6.
`Cc1cc(S(=O)(=O)N2CCN(c3ccccc3F)CC2)ccc1-n1cnnn1` gave TRPC4 potent inactive, Dyrk1A ADPGlo -4.9, KCNK9 block inactive, TRPC4 act inactive, KCNQ1 pot inactive, TMEM16A inh inactive, KCNQ1 inh inactive, HDAC3 inhib 2.5, KCNK3 block inactive, TMEM16A act inactive and hERG rescue -6.3.
Screening O=C(O)c1oc2ccccc2c1CSc1ccccn1 returned TRPC4 potent inactive, Dyrk1A ADPGlo 7.7, KCNK9 block inactive, TRPC4 act inactive, KCNQ1 pot inactive, TMEM16A inh inactive, KCNQ1 inh inactive, HDAC3 inhib 7.7, KCNK3 block inactive, TMEM16A act inactive and hERG rescue -13.2.
O=C(CSc1nnc(-c2ccccc2)n1-c1ccc(Cl)cc1)N/N=C/c1ccco1 was read as TRPC4 potent inactive, Dyrk1A ADPGlo -0.3, KCNK9 block inactive, TRPC4 act inactive, KCNQ1 pot inactive, TMEM16A inh inactive, KCNQ1 inh inactive, HDAC3 inhib 7.6, KCNK3 block inactive, TMEM16A act inactive and hERG rescue -12.3.
O=C(N/N=C/c1ccc2c(c1)OCO2)c1cc(-c2ccncc2)nc2ccccc12 was read as TRPC4 potent inactive, Dyrk1A ADPGlo -8.5, KCNK9 block inactive, TRPC4 act inactive, KCNQ1 pot inactive, TMEM16A inh inactive, KCNQ1 inh inactive, HDAC3 inhib -8.7, KCNK3 block inactive, TMEM16A act inactive and hERG rescue -2.6.
O=C(CCCSc1nc2ccccc2c(=O)[nH]1)c1ccc(F)cc1 was read as TRPC4 potent inactive, Dyrk1A ADPGlo -1.5, KCNK9 block inactive, TRPC4 act inactive, KCNQ1 pot inactive, TMEM16A inh inactive, KCNQ1 inh inactive, HDAC3 inhib -0.4, KCNK3 block inactive, TMEM16A act inactive and hERG rescue -7.3.
Screening COc1ccccc1OCC(=O)Nc1ccc(S(=O)(=O)Nc2nccs2)cc1 returned TRPC4 potent inactive, Dyrk1A ADPGlo -7.6, KCNK9 block inactive, TRPC4 act inactive, KCNQ1 pot inactive, TMEM16A inh inactive, KCNQ1 inh inactive, HDAC3 inhib -0.2, KCNK3 block inactive, TMEM16A act inactive and hERG rescue -6.5.
For CCc1nnc(NC(=O)C2CCC2)s1 the results were TRPC4 potent inactive, Dyrk1A ADPGlo 6.4, KCNK9 block inactive, TRPC4 act inactive, KCNQ1 pot inactive, TMEM16A inh inactive, KCNQ1 inh inactive, HDAC3 inhib 5.5, KCNK3 block inactive, TMEM16A act inactive and hERG rescue -13.4.
COc1ccc(S(=O)(=O)N2CCOCC2)cc1C(=O)Nc1cc(C)on1 was read as TRPC4 potent inactive, Dyrk1A ADPGlo 2.0, KCNK9 block inactive, TRPC4 act inactive, KCNQ1 pot inactive, TMEM16A inh inactive, KCNQ1 inh inactive, HDAC3 inhib -0.3, KCNK3 block inactive, TMEM16A act inactive and hERG rescue -5.0.
For O=C(NNc1c([N+](=O)[O-])cc(C(F)(F)F)cc1[N+](=O)[O-])c1ccco1 the results were TRPC4 potent inactive, Dyrk1A ADPGlo 0.7, KCNK9 block inactive, TRPC4 act inactive, KCNQ1 pot inactive, TMEM16A inh 100*, KCNQ1 inh inactive, HDAC3 inhib 8.2, KCNK3 block inactive, TMEM16A act inactive and hERG rescue -9.8.
`NC(=S)N/N=C/c1ccc(C23CC4CC(CC(C4)C2)C3)cc1` gave TRPC4 potent inactive, KCNK9 block inactive, TRPC4 act inactive, KCNQ1 pot inactive, TMEM16A inh inactive, KCNQ1 inh inactive, HDAC3 inhib 12.5 and hERG rescue -5.0.
O=C(Nc1cccc(Br)c1)c1ccc(OC2CSC2)cc1 was read as TRPC4 potent inactive, KCNK9 block inactive, TRPC4 act inactive, KCNQ1 pot inactive, TMEM16A inh inactive, KCNQ1 inh inactive, HDAC3 inhib 0.4 and hERG rescue -26.1.
For CSc1nc(N2CCOCC2)c2ccccc2n1 the results were TRPC4 potent inactive, Dyrk1A ADPGlo 19.9, KCNK9 block inactive, TRPC4 act inactive, KCNQ1 pot inactive, TMEM16A inh inactive, KCNQ1 inh inactive, HDAC3 inhib 9.0, KCNK3 block inactive, TMEM16A act inactive and hERG rescue -12.2.
`Cc1nc(Sc2cccn2C)c(C(F)(F)F)c(=O)[nH]1` gave TRPC4 potent inactive, Dyrk1A ADPGlo -2.9, KCNK9 block inactive, TRPC4 act inactive, KCNQ1 pot inactive, TMEM16A inh inactive, KCNQ1 inh inactive, HDAC3 inhib -1.7, KCNK3 block inactive, TMEM16A act inactive and hERG rescue -2.4.
For COCCN1CCN(C(=O)C2CCC(=O)N(Cc3ccc(Cl)cc3)C2)CC1 (stereo not drawn) the results were TRPC4 potent inactive, Dyrk1A ADPGlo 9.0, KCNK9 block inactive, TRPC4 act inactive, KCNQ1 pot inactive, TMEM16A inh inactive, KCNQ1 inh inactive, HDAC3 inhib -3.0, KCNK3 block inactive, TMEM16A act inactive and hERG rescue -7.2.
For CC1C(=O)N2CCCc3cc(NC(=O)C(=O)NCc4ccc5c(c4)OCO5)cc1c32 (stereo not drawn) the results were TRPC4 potent inactive, Dyrk1A ADPGlo 6.8, KCNK9 block inactive, TRPC4 act inactive, KCNQ1 pot inactive, TMEM16A inh inactive, KCNQ1 inh inactive, HDAC3 inhib -4.3, KCNK3 block inactive, TMEM16A act inactive and hERG rescue -9.9.
For CSCCC(NC(=O)c1ccccc1Cl)C(=O)NCC(c1ccco1)N1CCCCC1 (stereo not drawn) the results were TRPC4 potent inactive, Dyrk1A ADPGlo 6.1, KCNK9 block inactive, TRPC4 act inactive, KCNQ1 pot inactive, TMEM16A inh inactive, KCNQ1 inh inactive, HDAC3 inhib -6.3, KCNK3 block inactive, TMEM16A act inactive and hERG rescue -16.1.
`NC(=O)c1cc(S(=O)(=O)NCc2ccc(F)cc2)cs1` gave TRPC4 potent inactive, KCNK9 block inactive, TRPC4 act inactive, KCNQ1 pot inactive, TMEM16A inh inactive, KCNQ1 inh inactive, HDAC3 inhib -12.0, KCNK3 block inactive, TMEM16A act -14* and hERG rescue -1.9.
COC(=O)c1ccc(C(=O)OC)c(NC(=O)CN(C)Cc2cccc(Cl)c2Cl)c1 was read as TRPC4 potent inactive, Dyrk1A ADPGlo 1.4, KCNK9 block -11.8*, TRPC4 act inactive, KCNQ1 pot inactive, TMEM16A inh inactive, KCNQ1 inh inactive, HDAC3 inhib -3.1, KCNK3 block inactive, TMEM16A act inactive and hERG rescue -12.5.
Screening O=C(O)c1ccc(Nc2nc3ccccc3nc2NS(=O)(=O)c2ccc(F)cc2)cc1 returned TRPC4 potent inactive, Dyrk1A ADPGlo 3.9, KCNK9 block inactive, TRPC4 act inactive, KCNQ1 pot inactive, TMEM16A inh inactive, KCNQ1 inh inactive, HDAC3 inhib -5.0, KCNK3 block inactive, TMEM16A act inactive and hERG rescue -13.3.
Screening Cc1ccc(S(=O)(=O)NN2C(=O)/C(=C/c3cccs3)SC2=S)cc1 returned TRPC4 potent inactive, Dyrk1A ADPGlo 9.5, KCNK9 block inactive, TRPC4 act inactive, KCNQ1 pot inactive, TMEM16A inh inactive, KCNQ1 inh inactive, KCNK3 block inactive, TMEM16A act inactive and hERG rescue -6.4.
`C/C(=N\NC(=O)CNC(=O)C(c1ccccc1)c1ccccc1)c1ccc(C)cc1` gave TRPC4 potent inactive, KCNK9 block inactive, TRPC4 act inactive, KCNQ1 pot inactive, TMEM16A inh inactive, KCNQ1 inh inactive, HDAC3 inhib 0.0 and hERG rescue -2.5.
Cc1ccc(-c2nnc(N3CCC(C)CC3)c3ccccc23)cc1C was read as TRPC4 potent 63*, Dyrk1A ADPGlo 4.2, KCNK9 block inactive, TRPC4 act inactive, KCNQ1 pot inactive, TMEM16A inh 100*, KCNQ1 inh 12*, HDAC3 inhib 7.0, KCNK3 block inactive, TMEM16A act inactive and hERG rescue -34.2.

Screening results deposited in PubChem by several laboratories.

An excerpt; count on the stated rates, not on these rows.
